Assay outcomes: PubChem BioAssay, National Center for Advancing Translational Sciences (NCATS)
TSHR antag = antagonists of human thyroid stimulating hormone receptor; activity change, negative = inhibition, % at 11.5 µM; 330,000 tested, 0.2% active; P16473; TSHR-expressing cells, TSH-stimulated cAMP HTRF, 2 h; stronger effect = lower value; AID 504810;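 active means activity change below a set negative limit, meaning inhibition stronger than a set level, cut at about -70% in these data; inconclusive means activity change between two set negative limits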; further: on the % scale 0 is the no-effect control and ±100 the full control effect
Target sequence (P16473 whole entry, looked up): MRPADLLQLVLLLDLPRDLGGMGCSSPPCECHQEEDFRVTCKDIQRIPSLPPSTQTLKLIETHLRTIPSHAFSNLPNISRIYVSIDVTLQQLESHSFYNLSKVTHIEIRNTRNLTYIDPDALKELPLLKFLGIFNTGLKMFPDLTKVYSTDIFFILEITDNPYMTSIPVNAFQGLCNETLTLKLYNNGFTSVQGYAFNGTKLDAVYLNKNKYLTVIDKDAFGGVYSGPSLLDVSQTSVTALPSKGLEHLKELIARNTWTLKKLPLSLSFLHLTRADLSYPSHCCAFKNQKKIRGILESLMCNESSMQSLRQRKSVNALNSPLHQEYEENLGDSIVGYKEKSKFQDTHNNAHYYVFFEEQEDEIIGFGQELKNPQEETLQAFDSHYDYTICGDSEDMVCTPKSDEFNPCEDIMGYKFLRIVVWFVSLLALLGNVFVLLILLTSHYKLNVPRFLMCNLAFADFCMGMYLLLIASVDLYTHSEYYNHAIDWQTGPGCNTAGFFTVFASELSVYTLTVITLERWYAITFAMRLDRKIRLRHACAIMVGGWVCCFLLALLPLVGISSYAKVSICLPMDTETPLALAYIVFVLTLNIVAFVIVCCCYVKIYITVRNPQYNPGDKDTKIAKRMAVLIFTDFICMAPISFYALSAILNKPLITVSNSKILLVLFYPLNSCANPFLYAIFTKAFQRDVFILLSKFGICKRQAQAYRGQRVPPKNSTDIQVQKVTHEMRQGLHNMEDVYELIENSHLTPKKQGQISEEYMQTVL
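Cell-based HTRF cAMP assay; TSHR cells + compound, TSH EC80 (4nM final), 2 h, 37 deg C. Lysis with anti-cAMP cryptate and cAMP-d2, 30 min RT, read 665/620 nm.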
S-ASM inh = inhibitors of human secretory acid sphingomyelinase | AID 504937 | placental ASM, HMU-PC fluorogenic substrate, 60 min | 340,000 tested, 0.006% active | P17405 | Potency, µM (series often up to 57.5 µM), for the others: top-dose activity change, negative = inhibition, usual class: inhibitors; further: potency means the concentration at half of the fitted maximal effect
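HMU-PC0 cleavage (9 uM final) by human placental ASM, 60 min at 37 °C following 10 min compound exposure at RT; stopped at pH 10, fluorescence Ex 386/Em 447 nm.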
Eya2 inh = Eya2 (human) phosphatase inhibition; 330,000 tested, 0.006% active; Potency, µM (titrated, usually from 76.9 µM), for inactives: top-dose activity, negative = inhibition, actives largely listed as inhibitors; AID 488837; recombinant Eya2, OMFP fluorescence dephosphorylation (OMFP is methylfluorescein phosphate); further: potency means the concentration at half of the fitted maximal effect; on the % scale 0 is the no-effect control and ±100 the full control effect
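Eya2 protein (added as 0.2 uM solution) was preincubated with compound for 10 min at ambient temperature in 50 mM HEPES pH 7.5, 50 mM NaCl, 5 uM MgCl2, 0.05% BSA, 1 mM DTT. OMFP (added at 50 uM) then reacted 10 min; fluorescence read at 485/525 nm.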
KCNH2 WT inh = blocks the wildtype human KCNH2 potassium channel. U2OS, BacMam KCNH2, thallium flux FluxOr; stronger effect = lower value. activity change, % at 1.84 µM. 340,000 tested, 0.37% active. AID 720551;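 active means maximum activity change below -70%; inconclusive means maximum activity change between -70% and -50%; inactive means maximum activity change above -50%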; further: on the % scale 0 is the no-effect control and ±100 the full control effect
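U2OS cells transduced with wild-type KCNH2 virus are loaded with FluxOr dye for 45 min, and thallium flux is measured in kinetic reads before and after stimulation buffer. Rate constants are normalized to DMSO controls.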
MBNL1 CUG block = MBNL1-poly(CUG) RNA binding inhibition | AID 2675 | 280,000 tested, 0.036% active | Potency, µM (doses to about 57.5 µM), inactives show top-dose activity change, negative = inhibition, most hits filed as inhibitors | Q9NR56 | TR-FRET MBNL1-His/biotin-(CUG)12 binding, 665/545 ratio; active means well fitted inhibition curve with a large enough effect in the signal ratio, with a control signal flat, not every such curve was filed as active; inconclusive means small, poorly fitted or top-dose-only effect, or effect the other way, or a change in a side signal; inactive means no such curve, though single readings can be large or run the other way; the % refers to the signal ratio; further: potency means the concentration at half of the fitted maximal effect; on the % scale 0 is the no-effect control and ±100 the full control effect
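Compounds (final 92 nM to 58 uM) are added to His-tagged MBNL1 and biotin-(CUG)12, then terbium anti-His antibody and streptavidin-XL665 (5 nM final). After 60 min at room temperature, the 665/545 nm ratio is read.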
USP2a inh = inhibitors of human ubiquitin-specific protease USP2a; O75604; USP2 core, Ub-CHOP2 coupled fluorogenic reporter, 485/531; Potency, µM (series often up to 38.3 µM), inactives show top-dose activity change, negative = inhibition, hits mostly inhibitors; 330,000 tested, 0.01% active; AID 463254;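 further: potency means the concentration at half of the fitted maximal effect; plate controls were DMSO wells for no effect and full inhibition by NEM control for full effect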
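USP2 core (10nM final) preincubated 30min RT with compound in 20mM Tris-HCl pH 8.0, 2mM CaCl2, 2mM beta-mercaptoethanol, 0.05% CHAPS; 25nM Ub-CHOP2 plus 25nM reporter substrate added, fluorescence (Ex485/Em531) read after 60min.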
GALK inh = blocks human galactokinase activity | P51570 | Purified GALK, Kinase-Glo residual ATP luminescence | Potency, µM (doses to about 57.5 µM), inactives show at the top dose activity change, negative = inhibition, hits mostly inhibitors | 270,000 tested, 0.007% active | AID 1868; further: potency means the concentration at half of the fitted maximal effect; on the % scale 0 is the no-effect control and ±100 the full control effect
Target sequence (P51570 whole entry, looked up): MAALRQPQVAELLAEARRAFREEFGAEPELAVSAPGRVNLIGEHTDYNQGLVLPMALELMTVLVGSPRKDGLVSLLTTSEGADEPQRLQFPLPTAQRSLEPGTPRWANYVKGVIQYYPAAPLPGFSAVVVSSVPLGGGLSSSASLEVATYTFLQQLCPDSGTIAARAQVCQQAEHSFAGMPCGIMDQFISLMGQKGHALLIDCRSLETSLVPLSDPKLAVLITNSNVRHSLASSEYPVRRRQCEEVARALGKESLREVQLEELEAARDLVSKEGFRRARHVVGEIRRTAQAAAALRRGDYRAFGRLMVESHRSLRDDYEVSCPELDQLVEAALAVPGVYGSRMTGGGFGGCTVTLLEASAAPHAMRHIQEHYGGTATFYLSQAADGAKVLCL
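Kinase-Glo Plus luminescence measured ATP left after a 1 h room-temperature reaction. The reaction used 5 nM GALK, 100 uM galactose and 35 uM ATP at pH 8.0 (20 mM HEPES, 5 mM MgCl2, 60 mM NaCl, 1 mM DTT, 0.01% BSA).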
BCR signal inh = inhibitors of chronic active B-cell receptor signaling. ABC-DLBCL IkBa-CBG/CBR reporter, luminescence ratio, 4 h. Potency, µM (top dose mostly 46.1 µM), for inactives: at the highest dose ratio change, negative = lower green/red ratio, hits mostly inhibitors. 340,000 tested, 0.05% active; active means well fitted inhibition curve with a large enough effect in the signal ratio, with a control signal flat, not every such curve was filed as active; inconclusive means small, poorly fitted or top-dose-only effect, or effect the other way, or a change in a side signal; the % refers to the signal ratio;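 further: potency means the concentration at half of the fitted maximal effect; plate controls were basal doxycycline-induced cells for no effect and cells given 10 µM MG132 for full effect; MG132 reads +100%, hits lower the ratio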
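Doxycycline induced both beetle luciferases in TMD8 lymphoma cells; IKK-driven degradation limits the IkappaBalpha-fused green signal, while red luminescence normalises for cell number and nonspecific effects. Compounds tested up to 46 uM, 4 hrs.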
Menin MLL FP TR = menin-MLL binding inhibition, Texas Red mutant peptide | Menin + Texas Red MLL mutant peptide, fluorescence polarization | Potency, µM (series often up to 61.6 µM), for the others: at the highest dose FP activity change, negative = inhibition, most hits filed as inhibitors | AID 1768 | 270,000 tested, 0.23% active | O00255; active means well fitted inhibition curve with a large enough effect in the polarisation, with a control signal flat, not every such curve was filed as active; inconclusive means small, poorly fitted or top-dose-only effect, or effect the other way, or a change in a side signal; inactive means no such curve, though single readings can be large or run the other way; the % refers to the polarisation; further: potency means the concentration at half of the fitted maximal effect; % of control where 0% means no effect; many of its hits are not listed in these tables
Mito fusion act = inhibitors of mitochondrial division or activators of mitochondrial fusion; S. cerevisiae fusion-defective mutant growth rescue, CellTiterGlo 48 h; Potency, µM (series often up to 46.1 µM), without a hit: at the highest dose growth rescue (activation), actives largely listed as activators; 320,000 tested, 0.23% active;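 further: potency means the concentration at half of the fitted maximal effect; % of control where 0% means no effect; nearly all actives have a fitted effect of over 45% in size; temperature-sensitive fusion mutants such as fzo1-1 at 37 °C on non-fermentable ethanol glycerol medium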
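Read-out: ATP-based luminescence (CellTiterGlo, 10 min ambient) reporting growth of fusion-defective ts yeast after 48 hours at 37C on glycerol/ethanol YPEG medium in the presence of compound.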
PKM2 act = activators of human pyruvate kinase M2; P14618; purified PKM2, Kinase-Glo ATP luminescence, activation; response scale: 0% is enzyme alone, no compound; Potency, µM (series often up to 57.5 µM), inactives show at the top dose activation, actives largely listed as activators; 260,000 tested, 0.34% active; AID 1631; further: potency means the concentration at half of the fitted maximal effect; on the % scale 0 is the no-effect control and ±100 the full control effect; nearly all actives have a fitted effect of over 55% in size
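hPK-M2, >95% pure; 0.1 mM ADP / 0.5 mM PEP final; imidazole pH7.2 buffer w/ 7 mM MgCl2, 50 mM KCl; 1 h RT; Kinase-Glo lum. Intermediate enzyme activity for dual inhibitor/activator qHTS.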
Numbers without * were called inactive; ? = inconclusive; nt = no result given; [ ] = another dose, or the depositor's remark. Unless noted, the call rests on the fitted dose curve; in most records, active means well fitted curve in the direction sought with a large enough effect; inconclusive means small, poorly fitted or top-dose-only effect, or another doubt; inactive means no such curve, though single readings can be large; an effect the other way counts as inactive or inconclusive.

SMILES	TSHR antag	S-ASM inh	Eya2 inh	KCNH2 WT inh	MBNL1 CUG block	USP2a inh	GALK inh	BCR signal inh	Menin MLL FP TR	Mito fusion act	PKM2 act
COc1ccc(Cl)cc1NC(=O)C(C)N1CCN(c2ccccn2)CC1 (stereo not drawn)	4	-1%	-30%	-1	-4%	-9%	nt	-5%	-9%	?	nt
Cc1ccc2nc3c(c(C(=O)OCC(=O)NC4CCS(=O)(=O)C4)c2c1)CCCC3 (stereo not drawn)	4	-5%	4%	-10	1%	2%	0%	-2%	-4%	-7%	0%
COCCCNC(=O)c1ccc(NS(C)(=O)=O)cc1	nt	-10%	nt	-2	1%	nt	1%	nt	-15%	-7%	-1%
COc1ccc(OC)c(NC(=O)Cn2nc(C)c3ccccc3c2=O)c1	14	3%	-8%	-4	2%	0%	0%	-4%	-9%	-1%	-3%
Cc1oc2ccc(O)c(CN3CCOCC3)c2c1C(C)O (stereo not drawn)	12	-1%	7%	-16	1%	0%	-2%	1%	-6%	-1%	4%
C=CCC(NCc1ccco1)c1ccc(OC)cc1 (stereo not drawn)	-2	-1%	14%	-1	-2%	0%	2%	-9%	6%	2%	1%
CCCCNc1nnc(CCn2nc(C)c(Br)c2C)s1	23	10%	-1%	7	?	3%	3%	-19%	-13%	9%	-20%
Cn1c(N)c(C(=O)COC(=O)Cc2ccc(Cl)c(Cl)c2)c(=O)n(C)c1=O	-7	-11%	3%	-1	nt	-2%	nt	4%	nt	nt	nt
Cc1c(NC2=NC3(CCCCC3)Cc3ccccc32)c(=O)n(C)n1-c1ccccc1	3	-2%	-3%	-172*	-4%	-1%	-5%	-6%	-23%	-1%	-7%
CCc1ccc(-c2nc(CSCC(=O)N3CCN(c4ncccn4)CC3)c(C)o2)cc1	-35	0%	6%	2	6%	1%	0%	-5%	-4%[11.7 µM]	2%	-10%
Cc1csc(NC(=O)CCn2c(=O)sc3ccccc32)n1	10	3%	13%	-6	-3%	?	0%	?	-4%	-2%	-3%
C=CCn1c(-c2cccn(Cc3ccc(Cl)cc3)c2=O)n[nH]c1=S	3	3%	-6%	0	15%	1%	1%	-1%	?	-5%	0%
CCN(CC)CCNC(=O)Cn1nc(Cc2ccccc2)c2ccccc2c1=O	0	1%	13%	54	0%	1%	-3%	3%	18%	1%	4%
COCC(=O)N1CCC(Oc2ccc(C(=O)N3CCN(C)C[C@@H]3C(C)C)cc2)CC1	-6	0%	6%	-24	3%	0%	nt	?	-12%	3%	1%
COCCN(C(=O)c1ccc(C#N)cc1)c1c(N)n(Cc2ccccc2)c(=O)[nH]c1=O	5	6%	10%	3	nt	1%	nt	-1%	nt	-3%	nt
CC(Oc1ccc2c3c(c(=O)oc2c1)CCCC3)C(=O)NCc1cccnc1 (stereo not drawn)	7	1%	3%	-1	2%	1%	9%	0%	nt	-13%	nt
COc1cc(-c2cc(=O)c3c(O)c(OC)c(OC)c(OC)c3o2)cc(OC)c1OC	-1	-1%	2%	-23	4%	0%	0%	-6%	-1%	5%	9%
CN(Cc1ccccc1)C(=O)CCNS(=O)(=O)c1ccc2c(c1)oc(=O)n2C	-8	0%	0%	-11	-4%	1%	-1%	-1%	3%	2%	3%
CC1(C)CC(c2nc(-c3ccc(Br)cc3)cs2)CCS1 (stereo not drawn)	-4	-9%	-2%	-1	-4%	5%	0%	?	-4%	0%	-5%
O=C(NCc1ccncc1)Nc1ccccc1F	-3	-1%	0%	nt	-9%	4%	11%	0%	8%	-1%	-9%
O=C(NCCCCNC(=O)c1ccco1)c1ccco1	8	9%	12%	-4	4%	-4%	2%	-2%	-1%	1%	-5%
Nc1ccc(S(=O)(=O)NC(Cc2ccccc2)C(=O)O)cc1 (stereo not drawn)	3	1%	-9%	-1	28%	0%	-3%	-1%	-18%	2%	1%
O=C(CCS(=O)(=O)c1cccc2nonc12)N1CCCc2ccccc21	12	0%	12%	3	?	2%	1%	0%	-13%	6%	-3%
CCn1cc(C(=O)NCc2cccnc2)c2cc(OC)c(OC)cc2c1=O	-5	2%	-20%	3	-1%	0%	0%	?	0%	-6%	-3%
Cc1ccc(C(=O)CN2C(=O)NC3(CCCCC3C)C2=O)s1 (stereo not drawn)	12	-1%	0%	-12	nt	2%	nt	1%	nt	1%	nt

Next part.
SMILES	TSHR antag	S-ASM inh	Eya2 inh	KCNH2 WT inh	MBNL1 CUG block	USP2a inh	GALK inh	BCR signal inh	Menin MLL FP TR	Mito fusion act	PKM2 act
O=C(O)CC(Cc1ccccc1)c1ccc2c(c1)OCO2 (stereo not drawn)	2	-1%	13%	0	-2%	-1%	1%	?	2%	-1%	-3%
CC(C)(C)NC(=O)CN(Cc1ccc2c(c1)OCO2)C(=O)CNC(=O)c1cccs1	19	nt	-8%	nt	23%	8%	-4%	-2%	1%	-5%	-26%
COc1ccc(NC(=O)CSc2nc3ccsc3c(=O)n2Cc2ccccn2)c(OC)c1	3	-1%	-6%	2	16%	2%	3%	-18%	-17%	1%	-2%
Cc1cccc(-c2c3c(=O)n(C)c(=O)n(C)c3cn2C2CCCCC2)c1	-12	?	-16%	19	-6%	2%	-3%	8%	?	4%	-5%
CN(O)C(=O)Nc1ccc([N+](=O)[O-])cc1	8	-6%	3%	-2	?	1%	0%	9%	0%	-4%	0%
CSc1nc(C)c(Cc2c(F)cccc2Cl)c(=O)[nH]1	-5	2%	3%	-5	-7%	4%	nt	?	nt	4%	3%
NC(=O)c1c(NC(=O)C2CCCO2)sc2c1CCC2 (stereo not drawn)	-4	3%	14%	-3	0%	-1%	2%	1%	-1%	2%	-3%
CCCOc1ccc(/C(O)=C2/C(=O)C(=O)N(CCCOC)C2c2cccnc2)cc1 (stereo not drawn)	12	-4%	1%	-4	9%	-1%	0%	2%	2%	1%	-10%
Nc1nc(SCC(=O)Nc2cc(C(F)(F)F)ccc2Cl)[nH]c(=O)c1NC(=O)c1ccco1	-8	0%	1%	6	-7%	3%	-6%	1%	nt	3%	0%
CC(=O)c1cc(-c2ccccc2)[nH]c1N1CCOCC1	9	-1%	0%	-2	5%	-1%	3%	?	-5%	0%	7%
Oc1ccc2ccccc2c1CN1CCCC1	3	62%[activator]	-6%	7	-3%	0%	7%	15%	6%	2%	-2%
CCN(CC)c1ncnc2c1cnn2C	1	2%	0%	3	-7%	6%	2%	-5%	-4%[11.7 µM]	-4%	0%
O=C(Nc1nccs1)c1ccc(COc2ccccc2)o1	8	-1%	1%	-2	63%[activator]	0%	-4%	8%	7%	-1%	0%
O=C1CCCN1CCC(=O)N1CCCC(CO)(Cc2ccccc2)C1 (stereo not drawn)	-2	1%	-3%	-20	0%	1%	-2%	?	-1%	8%	nt
CC(C(=O)NCCCN1CCOCC1)n1cccc1C(=O)c1ccccc1 (stereo not drawn)	15	-1%	0%	2	-3%	-2%	-2%	7%	14%	-1%	-3%
O=C(Cn1cc([N+](=O)[O-])ccc1=O)N1CCc2ccccc2C1	nt	2%	13%	11	nt	4%	nt	2%	nt	nt	nt
Cc1ccc(C(=O)N/N=C/c2ccc(N3CCOCC3)cc2)c(C)c1	-1	31%	-8%	-1	nt	-2%	11%	-4%	13%	-2%	0%
O=C(CSc1cccc[n+]1[O-])Nc1ccc(Cl)cc1F	1	1%	8%	0	nt	-1%	nt	-3%	nt	nt	nt
CCOC(=O)Cn1cc(/C=N/NC(=O)CC#N)c2ccccc21	-2	0%	-13%	-2	nt	10%	-3%	5%	nt	-4%	7%
COc1ccc(NS(=O)(=O)c2ccc(OC)c(NC(=O)CNC(=O)c3ccc(OC)cc3)c2)cc1	2	-1%	-8%	-3	nt	-2%	nt	0%	nt	-7%	nt
Cc1sc2nc(CN3CCOCC3)[nH]c(=O)c2c1-c1ccccc1	-3	2%	6%	-10	-12%	-1%	2%	3%	-16%	1%	5%
CC(=O)N1CCC(Nc2ccc(C)cc2)CC1	-2	8%	23%	5	9%	3%	1%	?	-1%	-1%	-16%

An excerpt, so the mix of outcomes need not match the whole.
